Screens deposited in PubChem BioAssay by NCI.
Growth percent in the NCI-60 one-dose screen (48 h, 10 µM unless noted): 100 = growth as untreated, 0 = no growth, -100 = all killed.
ACHN = ACHN renal cancer. AID 1794771. 81,000 tested, 4.9% active
CAKI-1 = CAKI-1 renal cancer. 75,000 tested, 4.7% active. AID 1794772
A498 = A498 renal cancer cells; AID 1794774; 76,000 tested, 5.4% active
RXF 393 = RXF 393 renal cancer cells; 77,000 tested, 6.9% active
SF-268 = SF-268 CNS cancer cells | 82,000 tested, 3.1% active
SNB-19 = SNB-19 CNS cancer cells; 81,000 tested, 2.5% active
SF-539 = SF-539 CNS cancer. AID 1794752. 81,000 tested, 6.8% active
SNB-75 = SNB-75 CNS cancer. 79,000 tested, 5% active. AID 1794750
An asterisk follows results filed as active; / = no result given. Rule for the calls: active = growth percent below 10; inactive = the rest. An unsorted share of the library; overall some 12% were active at least once.

The opening 2 entries as a preview:
(1) COc1ccc(CN2C(=O)C3C/C(=C\N(C)C)C(=O)N3C2N(C)C)c(OC)c1 (centres undefined)
(2) CCCSc1nc(NC2CC2)c(C#N)c(-c2ccc(F)cc2)n1

screen / no.	1	2
ACHN	104	31
CAKI-1	/	47
A498	97	71
RXF 393	109	/
SF-268	111	57
SNB-19	105	23
SF-539	96	45
SNB-75	88	77

This part in full (from the top)
(1) COc1ccc(CN2C(=O)C3C/C(=C\N(C)C)C(=O)N3C2N(C)C)c(OC)c1 (centres undefined)
(2) CCCSc1nc(NC2CC2)c(C#N)c(-c2ccc(F)cc2)n1
(3) C=C(C)[C@@H]1CC[C@]2(NC(=O)Nc3ccccn3)CC[C@]3(C)[C@H](CC[C@@H]4[C@@]5(C)CCC(=O)C(C)(C)[C@@H]5CC[C@]43C)[C@@H]12
(4) COc1ccc(/C(C)=N/Nc2c3ccccc3nc3ccccc23)cc1
(5) Cc1c(-c2cnc(NN)s2)nnn1-c1ccc([N+](=O)[O-])cc1
(6) Cc1ccc(-c2nc(Nc3cccc(C(=O)O)c3)c3ccccc3n2)cc1

screen / no.	1	2	3	4	5	6
ACHN	104	31	90	94	78	76
CAKI-1	/	47	59	94	81	83
A498	97	71	111	74	93	95
RXF 393	109	/	95	100	107	/
SF-268	111	57	82	99	96	69
SNB-19	105	23	86	96	86	72
SF-539	96	45	80	97	98	73
SNB-75	88	77	79	101	94	91

(7) C/C(=C/C(=O)O)c1ccccc1
(8) BrCC(Br)(CBr)CBr
(9) COc1ccc(-c2nnc(CSC3=NC(c4ccc(F)cc4)C(C(C)=O)=C(C)N3)o2)cc1 (centres undefined)
(10) C=C(C)[C@@H]1CC[C@]2(C(=O)NCCNCCN)CC[C@]3(C)[C@H](CC[C@@H]4[C@@]5(C)C/C(=C/c6ccncc6)C(=O)C(C)(C)[C@@H]5CC[C@]43C)[C@@H]12
(11) O=C(NCCNc1cc(-c2cn(-c3ccccc3)nc2-c2cccc(O)c2)ccn1)Nc1cccc(C(F)(F)F)c1
(12) CCN(CC)CCOc1ccc(C2=C(c3ccccc3)CCc3cc(OC)ccc32)cc1

screen / no.	7	8	9	10	11	12
ACHN	111	111	94	100	99	51
CAKI-1	98	100	70	86	75	-26*
A498	89	104	97	96	88	-4.4*
RXF 393	110	128	91	103	61	/
SF-268	104	97	100	89	60	33
SNB-19	101	105	87	90	90	54
SF-539	106	102	94	95	81	-17*
SNB-75	96	99	83	78	79	44

(13) Nc1ccc2c(c1)c(N)nn2C(=O)Nc1ccc(Cc2ccccc2)cc1
(14) O=C(Nc1nc2cccc(-c3ccc(CN4CCS(=O)(=O)CC4)cc3)n2n1)C1CC1
(15) Cc1ccc2nc(C)c(C(=O)NCc3ccc(OCc4cn(Cc5ccccc5)nn4)cc3)n2c1
(16) CN1CCN(CCNC(=O)Nc2ncccc2OCc2cccc(F)c2)CC1
(17) O=C(O)Cc1c(-c2ccccc2)n[nH]c1-c1[nH]nc(-c2ccccc2)c1CC(=O)O
(18) c1cc[c]([Bi]([c]2ccccc2)[c]2ccccc2)cc1

screen / no.	13	14	15	16	17	18
ACHN	49	94	92	101	106	105
CAKI-1	39	88	94	90	98	89
A498	103	61	103	99	112	89
RXF 393	100	51	106	102	106	101
SF-268	84	71	97	82	109	104
SNB-19	105	48	92	101	106	102
SF-539	74	79	105	98	101	105
SNB-75	126	90	82	87	164	77

(19) CC(=O)C1=C(C)NC(SCC(=O)Nc2ccc(S(=O)(=O)Nc3cc(C)on3)cc2)=NC1c1ccccc1 (centres undefined)
(20) C=CCn1c(SCC(=O)Nc2ccc(C(=O)/C=C/c3ccc(Cl)cc3)cc2)nnc1-c1cc(OC)c(OC)c(OC)c1
(21) COc1cc(-c2cnc3nonc3n2)ccc1O
(22) CCC(=O)c1cc2c(cc1C)C(C)(C)CCC2(C)C
(23) Cc1[nH]c(=O)[nH]c(=O)c1CO
(24) CC(C)(C)c1nc2ccccc2[nH]1

screen / no.	19	20	21	22	23	24
ACHN	106	106	94	92	109	108
CAKI-1	100	/	106	103	98	104
A498	109	83	110	84	106	94
RXF 393	/	91	108	121	92	111
SF-268	107	88	105	106	104	99
SNB-19	102	85	94	101	100	104
SF-539	101	96	115	101	94	99
SNB-75	102	86	101	94	95	111

15 structures already listed, arranged by length of the SMILES, rising:
(8) BrCC(Br)(CBr)CBr
(7) C/C(=C/C(=O)O)c1ccccc1
(24) CC(C)(C)c1nc2ccccc2[nH]1
(21) COc1cc(-c2cnc3nonc3n2)ccc1O
(22) CCC(=O)c1cc2c(cc1C)C(C)(C)CCC2(C)C
(18) c1cc[c]([Bi]([c]2ccccc2)[c]2ccccc2)cc1
(2) CCCSc1nc(NC2CC2)c(C#N)c(-c2ccc(F)cc2)n1
(4) COc1ccc(/C(C)=N/Nc2c3ccccc3nc3ccccc23)cc1

screen / no.	8	7	24	21	22	18	2	4
ACHN	111	111	108	94	92	105	31	94
CAKI-1	100	98	104	106	103	89	47	94
A498	104	89	94	110	84	89	71	74
RXF 393	128	110	111	108	121	101	/	100
SF-268	97	104	99	105	106	104	57	99
SNB-19	105	101	104	94	101	102	23	96
SF-539	102	106	99	115	101	105	45	97
SNB-75	99	96	111	101	94	77	77	101

(13) Nc1ccc2c(c1)c(N)nn2C(=O)Nc1ccc(Cc2ccccc2)cc1
(6) Cc1ccc(-c2nc(Nc3cccc(C(=O)O)c3)c3ccccc3n2)cc1
(1) COc1ccc(CN2C(=O)C3C/C(=C\N(C)C)C(=O)N3C2N(C)C)c(OC)c1 (centres undefined)
(15) Cc1ccc2nc(C)c(C(=O)NCc3ccc(OCc4cn(Cc5ccccc5)nn4)cc3)n2c1
(9) COc1ccc(-c2nnc(CSC3=NC(c4ccc(F)cc4)C(C(C)=O)=C(C)N3)o2)cc1 (centres undefined)
(19) CC(=O)C1=C(C)NC(SCC(=O)Nc2ccc(S(=O)(=O)Nc3cc(C)on3)cc2)=NC1c1ccccc1 (centres undefined)
(20) C=CCn1c(SCC(=O)Nc2ccc(C(=O)/C=C/c3ccc(Cl)cc3)cc2)nnc1-c1cc(OC)c(OC)c(OC)c1

screen / no.	13	6	1	15	9	19	20
ACHN	49	76	104	92	94	106	106
CAKI-1	39	83	/	94	70	100	/
A498	103	95	97	103	97	109	83
RXF 393	100	/	109	106	91	/	91
SF-268	84	69	111	97	100	107	88
SNB-19	105	72	105	92	87	102	85
SF-539	74	73	96	105	94	101	96
SNB-75	126	91	88	82	83	102	86

(further entries)
(25) O=C(O)CC1C=CCC1 (centres undefined)
(26) CCOC(=O)c1cc(C(=O)c2cc(OC)cc(OC)c2)n2c1ccc1ccccc12
(27) O=C(O)c1ccccc1N/C=C/C(=O)c1cc2cc(Br)ccc2oc1=O
(28) COc1ccc(C(=O)n2nc(CC(=O)NCCc3ccccc3)nc2N)cc1
(29) COc1ccc(/C=C/C(=O)c2c(C)oc3nc[nH]c(=O)c23)cc1OC
(30) C=CCOCCN

screen / no.	25	26	27	28	29	30
ACHN	110	91	114	110	88	100
CAKI-1	103	69	106	99	84	100
A498	85	97	92	120	83	106
RXF 393	135	93	113	124	89	106
SF-268	110	89	100	115	82	100
SNB-19	105	94	99	106	91	101
SF-539	103	94	100	109	96	107
SNB-75	100	/	83	96	70	84

(31) CCCCSc1ccc(Nc2ncnc(N)n2)cc1
(32) C=CCON(C)c1ccccc1
(33) COc1cccc(/C=C/c2c(C(C)=O)c(C)nc3ccccc23)c1
(34) Cn1cnc([N+](=O)[O-])c1S(=O)(=O)NCN1CCOCC1
(35) COc1ccc2c3c([nH]c2c1)C(C)N(C(C)=O)CC3 (centres undefined)
(36) CCC(CC)NCCCCCNc1cc(OC)cc2cccnc12

screen / no.	31	32	33	34	35	36
ACHN	118	103	85	98	97	95
CAKI-1	103	108	69	72	85	97
A498	78	96	81	114	94	73
RXF 393	100	105	87	124	110	88
SF-268	106	103	98	116	89	85
SNB-19	101	/	84	/	93	91
SF-539	109	113	90	100	92	92
SNB-75	104	80	85	97	66	73

(37) O=C(Nc1ccccc1O)c1ccc(-n2nc(-c3ccccc3)c3ccccc32)cc1
(38) O=C(N=Nc1c(O)n(Cc2ccccc2)c2ccccc12)c1ccc(Cl)cc1
(39) NC(=O)c1ncn2c(=O)n(CCF)nnc12
(40) COc1ccc(-c2csc(NC(=O)COC(=O)/C=C/c3ccco3)n2)cc1
(41) CN(C)CC/C=C1/c2ccccc2Sc2ccc(Cl)cc21
(42) Cc1cccc(N2C(=O)C=CC2=O)c1

screen / no.	37	38	39	40	41	42
ACHN	98	65	62	107	102	104
CAKI-1	84	76	34	118	98	111
A498	89	53	101	113	117	86
RXF 393	110	71	97	69	/	118
SF-268	87	55	57	98	104	108
SNB-19	92	52	96	73	103	/
SF-539	90	64	64	96	54	95
SNB-75	60	55	51	95	77	87

(43) NN1C(=O)c2cnn(-c3ccccc3)c2NC1NN1Cc2ccccc2C1=O (centres undefined)
(44) COc1ccc2oc(=O)cc(Cn3c4ccc(Cl)cc4c4ccc([C@@H](C)C(=O)O)cc43)c2c1
(45) N#Cc1c(Nc2ccc(Br)cc2)n[nH]c1-c1cccs1
(46) CCOC(=O)C[n+]1ccccc1
(47) Cc1c2cccnc2c(C)c2c1c1ccccc1n2C
(48) NC(=S)N/N=C/c1ccc(Cl)c(Cl)c1

screen / no.	43	44	45	46	47	48
ACHN	108	104	85	105	55	113
CAKI-1	93	/	89	98	64	105
A498	121	99	99	/	66	101
RXF 393	116	119	92	117	88	99
SF-268	104	91	93	107	82	111
SNB-19	101	101	93	102	81	100
SF-539	101	98	87	92	105	99
SNB-75	101	97	92	101	79	95

(49) CC(Oc1ccccc1-c1ccccc1)C(=O)N(C)C (centres undefined)
(50) O=C1/C(=C\c2ccc(Br)o2)SC(=S)N1CCc1ccc(O)cc1
(51) CCCCCCCCCCCOc1ccc(/C=C/C(=O)c2ccc(OC)cc2)cc1
(52) O=C[C@H](O)[C@@H](O)[C@H](O)CO
(53) c1cc(-c2nnc(Nc3ccc4c(c3)OCCO4)o2)[nH]n1
(54) COc1cccc(OC)c1-c1cnc2nonc2n1

screen / no.	49	50	51	52	53	54
ACHN	108	50	103	102	100	88
CAKI-1	93	28	/	102	89	98
A498	101	108	74	101	84	89
RXF 393	123	52	103	99	102	89
SF-268	96	96	90	99	104	90
SNB-19	96	88	/	107	100	98
SF-539	100	52	107	100	112	108
SNB-75	106	66	93	101	96	95

(55) CCCCCCCCCCOC(=O)N1C(=O)NC(=O)C1c1ccccc1 (centres undefined)
(56) Cc1cnc2c(=O)n(C)c(=O)n(C)c2n1
(57) O=C(O)/C=C/c1ccccc1O
(58) O=c1cc(NNC(=S)Nc2ccccc2)c2cc(Cl)ccc2[nH]1
(59) CCOC(=O)c1c(NC(=O)c2cccc(C(F)(F)F)c2)sc2cc(O)ccc12
(60) O=C(CCCCCNC(=O)C(=O)O)Nc1ccccc1

screen / no.	55	56	57	58	59	60
ACHN	105	101	99	93	93	108
CAKI-1	92	95	99	85	97	94
A498	89	88	108	128	77	68
RXF 393	109	97	107	107	113	108
SF-268	108	104	112	96	97	96
SNB-19	97	102	/	89	96	102
SF-539	116	101	90	95	90	102
SNB-75	106	110	76	91	73	93

(61) OC1CCC2CCCCC2C1 (centres undefined)
(62) CCOC(=O)c1ccc2n1CCc1cnc(NC3CCCCC3)nc1-2
(63) O=C(Nc1ccc(OS(=O)(=O)c2ccc(F)cc2)cc1)C1CCCCCC1
(64) COc1cc(C(C)=O)ccc1O

screen / no.	61	62	63	64
ACHN	96	102	110	106
CAKI-1	100	93	92	104
A498	102	62	85	72
RXF 393	113	100	105	103
SF-268	106	105	88	103
SNB-19	105	96	89	105
SF-539	100	100	90	100
SNB-75	103	105	102	107
